Source: PubChem BioAssay (Broad Institute)
PAX8 reporter: lowers PAX8-driven luciferase in RMG-I cells | inhibition, % at 12.6 µM | RMG-I TPO-luciferase reporter, SteadyGlo, 24 h | 360,000 compounds, 1.2% hits | AID 652154;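 active = mean replicate inhibition at least 60% with every replicate also reaching 60%; inconclusive = only one of the two criteria is met; inactive = mean below 60% and not all replicates reaching 60%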;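 also: luciferase light reporting Pax8 driven TPO promoter activity; plate controls were median of neutral control wells for no effect and mitoxantrone controls for full effect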
GSIS activator: primary screen for activators of insulin secretion dependent on glucose, INS-1E cells, GLuc reporter luminescence | INS-1E GLuc reporter insulin secretion, 2-3 h | 370,000 compounds, 0.61% hits | activation, % at 16.6 µM;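 active = lowest replicate activation of at least 40%, so every replicate reaches that level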;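 also: 0% = median of neutral control wells and 100% = median of IBMX positive control wells; some compounds called inactive have numbers as strong as hits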
EWS-Fli inh: EWS/Fli transcriptional activity inhibition | inhibition, % at 12.6 µM | 350,000 compounds, 0.67% hits | A673 NR0B1-luciferase reporter, viability-normalised;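 active = mean inhibition of at least 50% after viability correction, with every replicate also passing that limit; inconclusive = mean reaches 50% but only one of two replicates passes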;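 also: firefly luciferase signal divided by Alamar Blue viability fluorescence both relative to DMSO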
DENV2 CPE: protects cells from dengue virus 2 cytopathic effect. DENV2-infected cells, cytopathic effect rescue, plate reader. CPE inhibition, % at 9.99 µM. AID 651640. 350,000 compounds, 1.7% hits; in the data active = CPE inhibition above about 20%, passing the limit was not always enough; inconclusive = no clear call, values can overlap the other calls; tested in BHK-21 cells;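 also: 0% = median of neutral control wells and 100% = median of positive control wells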
CFTR F508del cor: CFTR F508del correction in bronchial cells; 350,000 compounds, 0.36% hits; activity (quench increase), % at 7.58 µM; CFBE cells, YFP halide quenching; stimulated with forskolin plus potentiator P3; % fluorescence drop versus neutral controls;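 active = mean added fluorescence quench of at least 8% versus neutral control, with both replicates also reaching 8%; inconclusive = only one of the mean or replicate conditions met; inactive = mean below 8% and not both replicates reaching 8%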;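 also: cells transiently co-express mutant CFTR-F508del with the halide-sensitive YFP; corrector assay measuring rescue of mutant channel to the surface after 24 h compound exposure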
FN deposition inh: fibronectin deposition inhibition; AID 743247; inhibition, % at 12.6 µM; 350,000 compounds, 0.086% hits; AH1F fibroblasts, Alexa488-fibronectin deposition fluorescence, overnight;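 active = mean inhibition across replicates of 30% or more, regardless of how many single replicates reach that level; inconclusive = mean under 30% yet at least half of replicates reach 30%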;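 also: positive control wells lacked labelled fibronectin entirely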
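Assay system: AH1F fibroblasts / Quantity: 10000 cells per well / Medium: DMEM plus 2% serum, read in PBS / Reagent: labelled fibronectin 24 nM / Dosing: single dose, pinned / Times: 1 h cell attachment, overnight exposure to compound and label / Signal: fluorescence, ex 485 nm, em 525 nm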
miR-122 sensor: blocks miR-122 activity in Huh7 sensor cells | Huh7 miR-122 Renilla luciferase sensor, 48 h; neutral wells = 0, positive control = 100 | activation (reporter increase), % at 12.5 µM | 340,000 compounds, 0.3% hits | AID 602342;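 active = mean replicate activation score at least 90 and every replicate individually at or above 90; inconclusive = only one of the two criteria met; inactive = neither criterion met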;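 also: higher luciferase means less miR-122 activity so hits act as miR-122 inhibitors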
Starred values were filed as active, the others as inactive; ? = inconclusive; . = no result given; [ ] = dose if it differs, or a comment. Random draw from the library. About 3.9% of those tested had a hit in this group.

#1 COc1ccc(NC(=O)C(C2CC2)n2c(=O)c(-c3cc4ccccc4[nH]3)nc3ccccc32)cc1 (stereo not drawn)
#2 CCOC(=O)c1cnc2c(-c3ccccc3OC)c(C)nn2c1C
#3 Cc1ccc(S(=O)(=O)N(C)C[C@H]2Oc3ccc(NC(=O)Nc4ccc5c(c4)OCO5)cc3C(=O)N([C@@H](C)CO)C[C@H]2C)cc1
#4 COc1cc(OC)cc(C(=O)OCC(=O)NC2CCCCCCC2)c1
#5 CN(C)CCCN(C(=O)c1ccc(S(=O)(=O)N2CCCC2)cc1)c1nc2c(F)cc(F)cc2s1
#6 CCOc1ccc2[nH]c(=O)c(CN(CCCN3CCOCC3)C(=O)Nc3ccc(F)cc3)cc2c1
#7 O=C(/C=C/c1cc([N+](=O)[O-])ccc1OC(F)F)Nc1cccc2ccccc12
#8 O=C(CSCc1ccccc1)N1CCN(c2ccccc2)CC1
Compound	1	2	3	4	5	6	7	8
PAX8 reporter	29	17	-2	9	2	-1	6	-79
GSIS activator	.	7	-19	1	-15	1	2	-7
EWS-Fli inh	4	-5	-5	13	1	4	1	-20
DENV2 CPE	1	.	?	-5	12	1	1	.
CFTR F508del cor	-3.5	-1.3	-1.6	0.1	0.8	0.6	.	.
FN deposition inh	5	0	.	21	3	-9	8	-6
miR-122 sensor	.	.	34[16.7 µM]	-5	.	-5	.	.

Pulled by compound from above, seven records:
#8 O=C(CSCc1ccccc1)N1CCN(c2ccccc2)CC1
#4 COc1cc(OC)cc(C(=O)OCC(=O)NC2CCCCCCC2)c1
#7 O=C(/C=C/c1cc([N+](=O)[O-])ccc1OC(F)F)Nc1cccc2ccccc12
#3 Cc1ccc(S(=O)(=O)N(C)C[C@H]2Oc3ccc(NC(=O)Nc4ccc5c(c4)OCO5)cc3C(=O)N([C@@H](C)CO)C[C@H]2C)cc1
#5 CN(C)CCCN(C(=O)c1ccc(S(=O)(=O)N2CCCC2)cc1)c1nc2c(F)cc(F)cc2s1
#2 CCOC(=O)c1cnc2c(-c3ccccc3OC)c(C)nn2c1C
#1 COc1ccc(NC(=O)C(C2CC2)n2c(=O)c(-c3cc4ccccc4[nH]3)nc3ccccc32)cc1 (stereo not drawn)
Compound	8	4	7	3	5	2	1
PAX8 reporter	-79	9	6	-2	2	17	29
GSIS activator	-7	1	2	-19	-15	7	.
EWS-Fli inh	-20	13	1	-5	1	-5	4
DENV2 CPE	.	-5	1	?	12	.	1
CFTR F508del cor	.	0.1	.	-1.6	0.8	-1.3	-3.5
FN deposition inh	-6	21	8	.	3	0	5
miR-122 sensor	.	-5	.	34[16.7 µM]	.	.	.

Following part
#9 O=C(COC(=O)c1cnccn1)c1cccc([N+](=O)[O-])c1
#10 COC(=O)c1nn(Cc2ccccc2)c(=O)c2ccccc12
#11 O=C(NCC(c1ccco1)N1CCCCC1)c1cnc(Cl)c(Cl)c1 (stereo not drawn)
#12 CCC1(c2ccc(F)cc2)NC(=O)N(CC(=O)Nc2cccc(S(=O)(=O)N3CCCC3)c2)C1=O (stereo not drawn)
#13 CCC(=O)NC1CC2CCCC(C1)N2Cc1ccc(C)cc1 (stereo not drawn)
#14 CCCCn1c(N)c(N(Cc2ccccc2OC)C(=O)c2cc(CC)c(C)s2)c(=O)[nH]c1=O
#15 CN(C)C(=O)[C@@H]1[C@@H](CO)[C@@H]2Cn3c(ccc(C4=CCCCC4)c3=O)[C@@H]2N1Cc1ccc2c(c1)OCO2
#16 C=CCCC(=O)N1C[C@H]2CON(C)[C@H]2C[C@H]1c1ccccc1Br
Compound	9	10	11	12	13	14	15	16
PAX8 reporter	-9	-2	26	25	-11	2	.	-11
GSIS activator	3	23	20	-15	-1	6	3	1
EWS-Fli inh	-5	.	1	4	-4	7	0	-7
DENV2 CPE	2	.	-4	-8	?	-6	-4	2
CFTR F508del cor	-2.3	.	2.6	-2.8	-1.3	-0.9	-2.5	-2.5
FN deposition inh	2	.	-10	-1	-4	-9	.	.
miR-122 sensor	2	-4	2	.	0	7	-3[16.7 µM]	-2

#17 C[C@H]1CN([C@@H](C)CO)C(=O)c2cccc(NC(=O)C3CCCCC3)c2O[C@@H]1CN(C)Cc1ccc2c(c1)OCO2
#18 CCNC(=O)C[C@@H]1CC[C@H]2[C@H](COc3ccc(NC(=O)c4cccc(C(F)(F)F)c4)cc3C(=O)N2C)O1
#19 Cc1ccc(S(=O)(=O)N(C)C[C@@H]2Oc3ccc(NC(=O)Nc4ccc(F)cc4)cc3C(=O)N([C@H](C)CO)C[C@H]2C)cc1
#20 CCCNC(=O)N1CC2(CCN(S(=O)(=O)c3cccc(OC)c3)CC2)c2c(n(C)c3cc(OC)ccc23)[C@H]1CO
#21 C[C@@H]1CCCCO[C@@H](CN(C)Cc2ccc3c(c2)OCO3)[C@@H](C)CN([C@@H](C)CO)C(=O)c2cc(NC(=O)CCCN(C)C)ccc2O1
#22 O=C(CC1SC(=NCc2ccccc2)NC1=O)Nc1ccccc1 (stereo not drawn)
#23 CC(C)C#Cc1ccc([C@@H]2[C@@H](CO)N3C(=O)CN(S(=O)(=O)c4ccccc4)C[C@@H]23)cc1
#24 O=S(=O)(c1ccc(Cl)nc1)N1CCOCC1
Compound	17	18	19	20	21	22	23	24
PAX8 reporter	3	-7	-3	.	7	2	3	-3
GSIS activator	1	10	0	-35	7	-8	-12	6
EWS-Fli inh	10	-4	7	5	-2	0	-7	5
DENV2 CPE	.	0	?	-9	10	-15	-2	0
CFTR F508del cor	-1.6	-3.7	0.3	-0.9	0.9	3.9	12*	2.0
FN deposition inh	.	8	.	.	.	6	-5	-4
miR-122 sensor	15[16.7 µM]	-33[16.7 µM]	-5[16.7 µM]	.	4[16.7 µM]	18	.	-4

#25 COCC(=O)OCC(=O)N1N=C(c2ccc(Cl)cc2)CC1c1ccco1 (stereo not drawn)
#26 C[C@@H]1CN([C@@H](C)CO)C(=O)Cc2cc(NS(=O)(=O)c3cn(C)cn3)ccc2O[C@H]1CN(C)S(=O)(=O)c1cn(C)cn1
#27 CC(C(=O)NN)n1nnc(N2CCOCC2)n1 (stereo not drawn)
#28 CCOCCCNC(=O)c1c[nH]c2cc(OC)ccc2c1=O
#29 COc1ccc(Nc2cc(Sc3ccc(OC)cc3)ncn2)cc1
#30 CCOc1ccc(NC(=S)NC(=O)c2cncc(Br)c2)cc1
#31 CCc1nnc(NC(=O)C2(C)COC(c3ccc(OC)cc3)OC2)s1 (stereo not drawn)
#32 Nn1c(SCc2ccccn2)nncc1=O
Compound	25	26	27	28	29	30	31	32
PAX8 reporter	16	-8	-49	-7	-18	-47	13	2
GSIS activator	6	10	.	6	2	-1	8	-12
EWS-Fli inh	4	-11	6	-8	-43	27	3	1
DENV2 CPE	2	7	-11	.	4	-1	3	7
CFTR F508del cor	1.6	-1.7	2.4	-0.3	-0.2	-0.4	-2.8	1.1
FN deposition inh	0	.	-7	-6	9	-7	-6	0
miR-122 sensor	.	1[16.7 µM]	.	.	8	.	.	.

#33 CN(C)S(=O)(=O)c1ccc(NC(=O)C2COc3ccccc3O2)cc1 (stereo not drawn)
#34 Cc1nc2ccccn2c1P(=Nc1ccccc1)(N(C)C)N(C)C
#35 COc1cccc(-n2c(SCC#N)nnc2-c2cnccn2)c1
#36 CC(C)OC(=O)C1C(=O)CC(C)(O)C(C(=O)OC(C)C)C1c1ccccc1 (stereo not drawn)
#37 Cc1ccccc1-c1cnc2c(c1)C(=O)N([C@H](C)CO)C[C@@H](C)[C@@H](CN(C)Cc1cncnc1)O2
#38 O=C(CCN1C(=O)NC2(CCCC2)C1=O)Nc1cccc(S(=O)(=O)N2CCOCC2)c1
#39 COc1ccc(/C=C/C(=O)Nc2ccc(S(=O)(=O)Nc3onc(C)c3C)cc2)cc1OC
#40 O=C(CSc1ccsc1[N+](=O)[O-])Nc1cc(F)ccc1F
Compound	33	34	35	36	37	38	39	40
PAX8 reporter	-18	.	.	-8	-9	-7	-12	-16
GSIS activator	-7	0	49	2	-5	2	3	-1
EWS-Fli inh	-18	-3	-1	-5	-7	2	1	2
DENV2 CPE	-1	0	5	-1	2	8	-4	-4
CFTR F508del cor	-2.4	-0.8	-0.3	0.8	0.1	-0.9	0.5	0.7
FN deposition inh	-12	.	.	-1	.	4	4	-3
miR-122 sensor	-1	2	14	5	3[16.7 µM]	-1	2	.

#41 CCN(CC)S(=O)(=O)c1cccc(-c2nnc(SCC(N)=O)n2N)c1
#42 Cc1ccc(S(=O)(=O)N(C)c2ccc(C(=O)Nc3ccccn3)cc2)cc1
#43 CN(C)CC#Cc1ccc([C@H]2[C@@H](CO)N3C(=O)CN(C(=O)Cc4ccccc4)C[C@@H]23)cc1
#44 CN(C)C(=O)c1cccc(-c2cccc(-c3nc(C(=O)NCc4ccccc4)cc4c3[C@@H](CCO)N(S(=O)C(C)(C)C)C4)c2)c1 (stereo partly drawn)
#45 CC(=O)N(C)c1ccc(NC(=O)C(F)(F)F)cc1
#46 COc1ccc(Cc2c(O)nc(SCC(=O)c3ccc(OC)cc3)[nH]c2=O)cc1
#47 COc1ccc(N2CCN(S(=O)(=O)c3ccc(-c4cc(C)no4)s3)CC2)cc1
#48 CO[C@@H]1CN(C)C(=O)c2cc(NC(=O)CC(F)(F)F)ccc2OC[C@@H](C)N(C(=O)C2CCOCC2)C[C@H]1C
Compound	41	42	43	44	45	46	47	48
PAX8 reporter	4	-23	-5	19	.	3	6	-9
GSIS activator	9	-35	9	0	.	-7	86*	10
EWS-Fli inh	-3	-6	-1	12	7	6	-9	7
DENV2 CPE	0	-3	-5	-8	0	0	-4	.
CFTR F508del cor	-0.4	4.6	-0.8	0.7	-2.2	-0.4	-0.7	0.5
FN deposition inh	-1	-5	.	4	.	-5	-6	13
miR-122 sensor	4	-9	.	2	0	-3	4	8[16.7 µM]

#49 CSc1cccc(NS(=O)(=O)c2cn(C)cn2)c1
#50 C[C@@H]1CN([C@@H](C)CO)C(=O)c2cc(NC(=O)CCCN(C)C)ccc2O[C@@H]1CN(C)C(=O)NC1CCCCC1
#51 CCOC(=O)c1cnc(-c2ccccc2)nc1-c1ccccc1
#52 C[C@H](CO)N1C[C@H](C)[C@@H](CN(C)Cc2ccncc2)Oc2cc(C#CC(C)(C)O)ccc2S1(=O)=O
#53 CC(C)CN(C(=O)COC(=O)CNC(=O)c1ccccc1)c1c(N)n(Cc2ccccc2)c(=O)[nH]c1=O
#54 CCCOc1ccc(C(C)=O)cc1CC(C(=O)OCC)C(=O)OCC
#55 CN1C(=O)c2cc(NC(=O)C3CC3)ccc2OC[C@@H]2O[C@H](CC(=O)NCc3cccc(F)c3)CC[C@H]21
Compound	49	50	51	52	53	54	55
PAX8 reporter	-6	-14	9	.	1	-18	-7
GSIS activator	3	5	5	6	11	.	2
EWS-Fli inh	.	.	7	4	-3	.	-1
DENV2 CPE	3	-1	0	-1	-2	.	0
CFTR F508del cor	-1.8	-0.3	-1.6	2.0	-0.7	.	-1.5
FN deposition inh	4	2	1	-5	3	0	-8
miR-122 sensor	-3	4[16.7 µM]	.	19[16.7 µM]	.	0	0[16.7 µM]
